Compound activity from PubChem BioAssay.
Tb PFK inh = blocks T. brucei phosphofructokinase; O15648; T. brucei PFK, ADP-Glo luminescence; Potency, µM (top dose mostly 57.5 µM), for inactives: at the top dose activity, negative = inhibition, actives largely listed as inhibitors; actives 0.17% (n = 330,000); AID 485367;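 further: potency means the concentration at half of the fitted maximal effect; 0% = uninhibited 1x PFK enzyme wells and -100% = no-enzyme wells; nearly all actives have a fitted effect of over 60% in size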
Target sequence (O15648 whole entry, looked up): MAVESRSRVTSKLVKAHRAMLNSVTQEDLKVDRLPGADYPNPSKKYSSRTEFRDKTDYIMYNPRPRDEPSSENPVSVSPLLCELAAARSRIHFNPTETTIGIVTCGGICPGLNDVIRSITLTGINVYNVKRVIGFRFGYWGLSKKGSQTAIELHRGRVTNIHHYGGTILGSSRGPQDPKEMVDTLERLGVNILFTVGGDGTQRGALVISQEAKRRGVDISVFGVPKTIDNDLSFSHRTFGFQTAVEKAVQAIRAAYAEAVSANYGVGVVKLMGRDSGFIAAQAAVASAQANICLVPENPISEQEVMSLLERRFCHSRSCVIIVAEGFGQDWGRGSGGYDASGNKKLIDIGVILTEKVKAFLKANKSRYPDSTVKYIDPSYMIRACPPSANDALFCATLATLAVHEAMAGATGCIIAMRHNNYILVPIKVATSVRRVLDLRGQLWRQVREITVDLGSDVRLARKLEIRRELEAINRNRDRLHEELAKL
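Activity is normalized to no-enzyme wells (full inhibition) and 1.25 nM enzyme wells (no inhibition). Reaction: 0.5 mM F6P, 0.1 mM ATP, 45 min RT, ADP-Glo luminescence; concentration-response curves fitted and classed by quality.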
Rab9 prom act = Rab9 promoter activation; AID 485297; Potency, µM (highest dose often 9.22 µM), inactives show at the top dose activation, negative = inhibition, hits mostly activators; actives 2.8% (n = 320,000); Huh7 Rab9 promoter-luciferase reporter, luminescence, 24 h; further: potency means the concentration at half of the fitted maximal effect; % of control where 0% means no effect; nearly all actives have a fitted effect of over 60% in size
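Stable Rab9-luc Huh7, 1500 cells/well, 2 h settle; cmpd in DMSO, 24 h, 37 °C/5% CO2; luciferase reagent 10 min RT; luminescence.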
FLuc counter = firefly luciferase modulation, counter-screen for miR-21 project | P08659 | purified FLuc, Km substrates, luminescence inhibition | Potency, µM (doses to about 57.5 µM), for the others: at the top dose activity change, negative = inhibition, actives largely listed as inhibitors | actives 6.9% (n = 360,000) | AID 588342;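 further: potency means the concentration at half of the fitted maximal effect; plate controls were vehicle for no effect and reference inhibitor for full effect; nearly all actives have a fitted effect of over 55% in size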
Target sequence (P08659 whole entry, looked up): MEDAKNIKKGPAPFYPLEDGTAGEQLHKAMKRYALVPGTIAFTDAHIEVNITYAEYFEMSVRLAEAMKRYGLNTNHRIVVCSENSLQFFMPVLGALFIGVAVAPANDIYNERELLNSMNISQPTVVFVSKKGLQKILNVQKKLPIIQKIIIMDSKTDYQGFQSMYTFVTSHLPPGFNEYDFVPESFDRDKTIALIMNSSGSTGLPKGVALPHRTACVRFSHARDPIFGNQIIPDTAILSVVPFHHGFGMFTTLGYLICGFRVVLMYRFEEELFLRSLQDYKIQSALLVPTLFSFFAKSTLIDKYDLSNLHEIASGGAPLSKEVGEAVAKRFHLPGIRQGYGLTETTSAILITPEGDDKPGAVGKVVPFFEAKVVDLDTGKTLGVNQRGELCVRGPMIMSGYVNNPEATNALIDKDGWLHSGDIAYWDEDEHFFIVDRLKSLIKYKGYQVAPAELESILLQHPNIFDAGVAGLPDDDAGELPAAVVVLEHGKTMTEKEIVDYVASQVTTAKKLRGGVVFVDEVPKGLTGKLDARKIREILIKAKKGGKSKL
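Purified P. pyralis luciferase, 10 nM final, with Km-level 10 uM D-luciferin and 10 uM ATP in 50 mM Tris acetate pH 7.5, 10 mM Mg acetate, 0.01% Tween-20, 0.05% BSA; 6-point qHTS titration about 60 µM downward; luminescence read.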
RORgamma inh = blocks mouse ROR gamma transcriptional activity; P51450; Drosophila S2 Gal4-RORgamma UAS-luciferase reporter, 20 h; actives 5.4% (n = 310,000); Potency, µM (top dose mostly 53.6 µM), for the others: top-dose activity change, negative = inhibition, actives largely listed as inhibitors; further: potency means the concentration at half of the fitted maximal effect; on the % scale 0 is the no-effect control and ±100 the full control effect; nearly all actives have a fitted effect of over 60% in size
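Stable Schneider cell line, Gal4 DNA-binding domain fused to ROR gamma, UAS-luciferase. Cmpd 1 hr RT → CuSO4 700 uM final → 20 hr RT → luciferase reagent 10 min → luminescence.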
BRCA1 expr act = increases BRCA1 expression; Potency, µM (titrated, usually from 46.1 µM), for the others: at the top dose activation, actives largely listed as activators; actives 1.1% (n = 380,000); MCF7-BRCA1-FFLuc reporter, luminescence, 48 h; response scale: scaled: vehicle 0%, 10 µM genistein 100%; AID 624202; further: potency means the concentration at half of the fitted maximal effect; nearly all actives have a fitted effect of over 80% in size; some results filed as inactive show a strong effect at the top dose
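MCF7-BRCA1-FFLuc, 2000 cells/well; 2 h attach, 37 °C/5% CO2; compound 48 h; luciferase substrate 15 min; luminescence end-point. Norm. to genistein 10 microM max activation and DMSO; concentration-response curves fitted.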
ELG1 genotoxic = inducers of genotoxicity in HEK293T ELG1-luciferase cells. HEK293T ELG1-luciferase reporter, luminescence, 16 h. Potency, µM (highest dose often 46 µM), for inactives: at the highest dose activity change, positive = activation, usual class: activators. actives 1.3% (n = 330,000). AID 504466; further: potency means the concentration at half of the fitted maximal effect; % of control where 0% means no effect; nearly all actives have a fitted effect of over 60% in size
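ELG1-luciferase HEK293T cells, 2,000/well; compound pinned in; 16 hr, 37 °C, 5% CO2; ONE-Glo, 30 min RT; luminescence on CCD imager.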
TRPV1 ag = agonists of human vanilloid receptor 1 (TRPV1) | actives 0.19% (n = 320,000) | TRPV1-expressing cells, Fluo-8 calcium influx, agonist mode | activation, % at 8.33 µM; in the data active means activation above about 80%; inconclusive means between about 30% and that limit; further: 0% is about no effect
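TRPV1-expressing cells were cultured overnight at 35.5C and loaded with Fluo-8 calcium dye for 40 to 90 min at room temperature. After a 10 s baseline, compound was added and calcium influx was read kinetically for 3 min (ex 480/em 520 nm).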
NPC1 prom act = activators of NPC1 promoter | Huh7 NPC1 promoter luciferase reporter, 24 h | actives 2.4% (n = 320,000) | AID 485313 | Potency, µM (titrated, usually from 9.22 µM), for the others: top-dose activation, usual class: activators;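 further: potency means the concentration at half of the fitted maximal effect; % of control where 0% means no effect; nearly all actives have a fitted effect of over 60% in size; reporter is driven by a mutant NPC1 promoter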
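Luminescence from an NPC1 promoter-driven luciferase reporter in stably transfected Huh7 cells was measured after 24 h compound treatment at 37 °C, followed by 10 min ambient incubation with luciferase detection reagent.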
p53 reactivation = mutant p53 re-activation in reporter cells; Potency, µM (top dose mostly 92.2 µM), without a hit: top-dose activity change, positive = activation, hits mostly activators; actives 0.063% (n = 320,000); AID 504706; H1299 p53-A138V BP100-luciferase reporter, luminescence, 24 h; further: potency means the concentration at half of the fitted maximal effect; % of control where 0% means no effect; nearly all actives have a fitted effect of over 45% in size
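H1299 (p53-null), stable ts p53-A138V + BP100-Luc; 1000 cells/well, Opti-MEM/10% FBS; cpd 4 pt, 1:5; 24 h, 37 deg C, 5% CO2; detection reagent 10 min RT; luminescence.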
VP16 counter = inhibits Gal4-VP16 luciferase reporter, ROR gamma counter-screen. Drosophila S2 Gal4-VP16 UAS-luciferase, luminescence, 20 h. Potency, µM (highest dose often 53.6 µM), inactives show top-dose activity, negative = inhibition, actives largely listed as inhibitors. actives 3.5% (n = 310,000). AID 2546;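 further: Gal4-VP16 expression switched on by copper sulfate through the metallothionein promoter; potency means the concentration at half of the fitted maximal effect; on the % scale 0 is the no-effect control and ±100 the full control effect; nearly all actives have a fitted effect of over 50% in size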
ELG1 DNA repair = ELG1-dependent DNA repair inhibition; Potency, µM (series often up to 46.1 µM), without a hit: at the highest dose activity change, negative = inhibition, hits mostly inhibitors; HEK293T ELG1-luciferase reporter, luminescence, 16 h; DNA damage induced by 5-fluorouridine; AID 504467; actives 2.3% (n = 330,000); further: potency means the concentration at half of the fitted maximal effect; on the % scale 0 is the no-effect control and ±100 the full control effect; nearly all actives have a fitted effect of over 55% in size
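Step one: seed 2,000 cells per well. Step two: pin-transfer compound or DMSO alongside 5-fluorouridine. Step three: incubate 16 hr, 37 °C, 5% CO2. Step four: add ONE-Glo, wait 30 min, read luminescence.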
* marks the source's active call; other numbers are inactive results; [ ] = another dose, or the depositor's remark. Unless noted, the call rests on the fitted dose curve; in most records, active means well fitted curve in the direction sought with a large enough effect; inconclusive means small, poorly fitted or top-dose-only effect, or another doubt; inactive means no such curve, though single readings can be large; an effect the other way counts as inactive or inconclusive.

For Cc1ccc(C(=O)c2ccccc2C(=O)OCC(=O)N2C(C)CCCC2C)cc1 (configuration not stated) the results were Tb PFK inh -2%, Rab9 prom act -4%, BRCA1 expr act -20%, ELG1 genotoxic -4%, TRPV1 ag 9, NPC1 prom act -1%, p53 reactivation -3% and ELG1 DNA repair 7%.
For Cc1ccc(NC(=O)c2scc3c2CCCC3)cc1 the results were Tb PFK inh -4%, Rab9 prom act 1.8µM*, FLuc counter 0.48µM*, RORgamma inh inconclusive, BRCA1 expr act inconclusive, ELG1 genotoxic 1.8µM*, TRPV1 ag inconclusive, NPC1 prom act 4µM*, p53 reactivation inconclusive, VP16 counter inconclusive and ELG1 DNA repair inconclusive.
Cc1cccn2c(=O)c3cc(C(=O)NC4CCCCC4)c(=N)n(CCN4CCOCC4)c3nc12 was read as Tb PFK inh 5%, Rab9 prom act 0%, FLuc counter 2%, RORgamma inh 16%, BRCA1 expr act -1%, TRPV1 ag 2, NPC1 prom act 0%, p53 reactivation 0% and VP16 counter -6%.
CCc1ccccc1N(C)S(=O)(=O)c1ccc(-c2cc(C)no2)s1 was read as Tb PFK inh 2%, Rab9 prom act -20%, FLuc counter -3%, RORgamma inh -43%, BRCA1 expr act 30%, ELG1 genotoxic -7%, TRPV1 ag inconclusive, NPC1 prom act -38%[inhibitor], p53 reactivation -5%, VP16 counter inconclusive and ELG1 DNA repair -5%.
`Cn1c(N)c(C(=O)COC(=O)/C=C/c2ccc(F)cc2)c(=O)n(C)c1=O` gave Tb PFK inh 0%, Rab9 prom act -4%, BRCA1 expr act -22%, ELG1 genotoxic -1%, TRPV1 ag -2, NPC1 prom act -3%, p53 reactivation -3% and ELG1 DNA repair -13%.
Cc1nc2ccc(C(=O)N(C)CC3CCCN(CCc4ccc(Cl)cc4)C3)cc2[nH]1 (configuration not stated) was read as Tb PFK inh 2%, Rab9 prom act 3%, FLuc counter 1%, RORgamma inh -7%, BRCA1 expr act -13%, ELG1 genotoxic -3%, TRPV1 ag 1, NPC1 prom act 0%, p53 reactivation -8%, VP16 counter -1% and ELG1 DNA repair -5%.
Screening OCCN(CCCn1c(C(F)(F)F)nc2ccccc21)c1nc(CN2CCCCC2)cs1 returned Tb PFK inh 2%, Rab9 prom act 1%, FLuc counter 2%, RORgamma inh 4%, BRCA1 expr act -5%, ELG1 genotoxic 3%, TRPV1 ag 3, NPC1 prom act 3%, VP16 counter 1% and ELG1 DNA repair inconclusive.
`O=C1NC(=O)C(Nc2cccc3ccccc23)S1` (configuration not stated) gave Tb PFK inh 2%, Rab9 prom act 1%, FLuc counter 3%, RORgamma inh -6%, BRCA1 expr act -13%, ELG1 genotoxic -1%, TRPV1 ag -3, NPC1 prom act 0%, p53 reactivation 13%, VP16 counter -9% and ELG1 DNA repair -7%.
CSc1ccc(Cl)c(C(=O)Nc2ccc(Cl)cn2)c1 was read as Tb PFK inh -6%, Rab9 prom act -11%, FLuc counter -10%, RORgamma inh -8%, BRCA1 expr act -11%, ELG1 genotoxic -4%, TRPV1 ag inconclusive, NPC1 prom act -13%, p53 reactivation 4%, VP16 counter -8% and ELG1 DNA repair -14%.
`CSc1nnc(C(C)(C)C)c(=O)n1/N=C/c1ccccc1O` gave Tb PFK inh -3%, Rab9 prom act -4%, FLuc counter 5%, RORgamma inh -25%, BRCA1 expr act 1%, ELG1 genotoxic 1%, TRPV1 ag inconclusive, NPC1 prom act 2%, p53 reactivation 0%, VP16 counter 1% and ELG1 DNA repair -4%.
Screening Cc1ncc(CO)c(/C=N/NC(=O)c2ccc(O)cc2)c1O returned Tb PFK inh 6%, Rab9 prom act -1%, FLuc counter inconclusive, RORgamma inh 10µM*, BRCA1 expr act -12%, ELG1 genotoxic 0%, TRPV1 ag 3, NPC1 prom act -4%, p53 reactivation 14%, VP16 counter inconclusive and ELG1 DNA repair 13%.
Cc1cccc(N/N=C(\C=N\N)C(=O)c2ccc(Br)cc2)c1 was read as Tb PFK inh 0%, Rab9 prom act -11%, FLuc counter 7%, RORgamma inh 7%, ELG1 genotoxic 2%, TRPV1 ag 22, NPC1 prom act -3%, p53 reactivation 14%, VP16 counter -4% and ELG1 DNA repair -13%.

A run of entries taken from the entries so far:
Screening Cc1ncc(CO)c(/C=N/NC(=O)c2ccc(O)cc2)c1O returned Tb PFK inh 6%, Rab9 prom act -1%, FLuc counter inconclusive, RORgamma inh 10µM*, BRCA1 expr act -12%, ELG1 genotoxic 0%, TRPV1 ag 3, NPC1 prom act -4%, p53 reactivation 14%, VP16 counter inconclusive and ELG1 DNA repair 13%.
Cc1cccc(N/N=C(\C=N\N)C(=O)c2ccc(Br)cc2)c1 was read as Tb PFK inh 0%, Rab9 prom act -11%, FLuc counter 7%, RORgamma inh 7%, ELG1 genotoxic 2%, TRPV1 ag 22, NPC1 prom act -3%, p53 reactivation 14%, VP16 counter -4% and ELG1 DNA repair -13%.

Other compounds:
`O=C1CN(C(=O)CSc2nnc3ccccn23)c2ccccc2N1` gave Tb PFK inh -2%, Rab9 prom act -4%, FLuc counter 4%, RORgamma inh -14%, BRCA1 expr act -1%, ELG1 genotoxic 1%, TRPV1 ag -2, NPC1 prom act 0%, p53 reactivation 6%, VP16 counter -6% and ELG1 DNA repair 11%.
CN(C)/C=C1\N=C(c2cccs2)OC1=O was read as Tb PFK inh -1%, Rab9 prom act 6%, FLuc counter -8%, RORgamma inh 38%, BRCA1 expr act 10%, ELG1 genotoxic 2%, TRPV1 ag 23, NPC1 prom act -2%, p53 reactivation 5%, VP16 counter 2% and ELG1 DNA repair 16%.
Screening O=C(Nc1ccccc1Oc1ccccc1)c1ccc(Br)o1 returned Tb PFK inh 4%, Rab9 prom act -3%, FLuc counter -2%, RORgamma inh -19%, BRCA1 expr act -2%, ELG1 genotoxic 0%, TRPV1 ag 30, NPC1 prom act 1%, p53 reactivation 9%, VP16 counter 6% and ELG1 DNA repair -3%.
`COc1cccc(C=Nc2cc(C)cc(C)c2)c1O` gave Tb PFK inh -1%, Rab9 prom act -3%, FLuc counter 2%, RORgamma inh -26%, BRCA1 expr act -1%, ELG1 genotoxic 0%, TRPV1 ag -1, NPC1 prom act 1%, p53 reactivation 23%, VP16 counter -3% and ELG1 DNA repair -9%.
`CC(C)OCCCNC(=O)Nc1cccc2ccccc12` gave Tb PFK inh 0%, Rab9 prom act -10%, FLuc counter -3%, RORgamma inh 2%, BRCA1 expr act -24%, ELG1 genotoxic -8%, TRPV1 ag -5, NPC1 prom act -5%, p53 reactivation -3%, VP16 counter 13% and ELG1 DNA repair 7%.
`O=C(NN1C(=O)c2ccccc2C1=O)c1ccccc1[N+](=O)[O-]` gave Tb PFK inh 3%, Rab9 prom act 4%, FLuc counter -3%, RORgamma inh -15%, BRCA1 expr act -17%, ELG1 genotoxic 1%, TRPV1 ag 0, NPC1 prom act 1%, p53 reactivation 2%, VP16 counter 2% and ELG1 DNA repair 26%.
For CCN1CCN(C(=O)c2cc3c(OC)c(OC)c(OC)cc3[nH]2)CC1 the results were Tb PFK inh 0%, Rab9 prom act 2%, FLuc counter -7%, RORgamma inh 14%, BRCA1 expr act -9%, ELG1 genotoxic 4%, TRPV1 ag 0, NPC1 prom act 0%, p53 reactivation -3%, VP16 counter 7% and ELG1 DNA repair inconclusive.
Screening CCOc1ccc(CCNC(=O)COC(=O)c2ccc(S(C)(=O)=O)cc2)cc1OCC returned Tb PFK inh 0%, Rab9 prom act -5%, FLuc counter 5%, BRCA1 expr act -13%, ELG1 genotoxic 5%, TRPV1 ag 0, NPC1 prom act -5%, p53 reactivation 2% and ELG1 DNA repair 13%.
`COc1ccc(/C=N\NC(=O)CCN2CCN(c3ccccc3)CC2)cc1OC` gave Tb PFK inh 3%, Rab9 prom act 0%, FLuc counter -2%, RORgamma inh 11%, BRCA1 expr act -1%, ELG1 genotoxic 2%, TRPV1 ag -1, NPC1 prom act -6%, p53 reactivation 1%, VP16 counter -15% and ELG1 DNA repair -48%.
